Cneo AK release – Cryptococcus neoformans lysis via adenylate kinase release | 0.2% of 360,000 active | lysis activity, % at 15 µM | AID 651654 | C. neoformans lysis, adenylate kinase release luminescence, 4 h; normalised: neutral wells 0, clomiphene wells 100;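 active means mean lysis activity across replicates of at least 80%, whatever share of replicates individually reach that level; inactive means mean lysis activity below 80%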
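Material – Cryptococcus neoformans yeast cells · Quantity – 5 × 10^6 yeast cells/mL · Buffer or medium – YPD medium · Compound – single dose · Timing – 4 h static compound exposure, 37 °C, read 1 h post-reagent · Signal – adenylate kinase release luminescence · Read-out basis – lysis from increased AK signal · Benchmarks – Clomiphene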
miR-122 sensor – blocks miR-122 activity in Huh7 sensor cells; Huh7 miR-122 Renilla luciferase sensor, 48 h; neutral wells = 0, positive control = 100; activation (reporter increase), % at 12.5 µM; 0.3% of 340,000 active;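 active means mean replicate activation score at least 90 and every replicate individually at or above 90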;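 further: higher luciferase means less miR-122 activity so hits act as miR-122 inhibitors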
C2C12 statin – suppression of simvastatin myotoxicity; 0.78% of 330,000 active; C2C12 myotubes + simvastatin, ATP luminescence, 48 h; scaled: DMSO 0, geranylgeraniol control 100; rescue of ATP level, % at 7.49 µM;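 active means mean ATP rescue above about 67%, or every replicate alone reaching that limit, limit read from the data, passing the limit was not always enough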;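 further: myotubes were challenged with 10 µM simvastatin during compound exposure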
ERp5 block – inhibitors of human ERp5. Q15084. ERp5 insulin aggregation, absorbance 650 nm, 90 min. inhibition, % at 9.99 µM. 0.05% of 350,000 active. AID 651711;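 active means mean replicate inhibition above about 25%, with every replicate also reaching it, limit read from the data, passing the limit was not always enough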
Target sequence (Q15084 whole entry, looked up): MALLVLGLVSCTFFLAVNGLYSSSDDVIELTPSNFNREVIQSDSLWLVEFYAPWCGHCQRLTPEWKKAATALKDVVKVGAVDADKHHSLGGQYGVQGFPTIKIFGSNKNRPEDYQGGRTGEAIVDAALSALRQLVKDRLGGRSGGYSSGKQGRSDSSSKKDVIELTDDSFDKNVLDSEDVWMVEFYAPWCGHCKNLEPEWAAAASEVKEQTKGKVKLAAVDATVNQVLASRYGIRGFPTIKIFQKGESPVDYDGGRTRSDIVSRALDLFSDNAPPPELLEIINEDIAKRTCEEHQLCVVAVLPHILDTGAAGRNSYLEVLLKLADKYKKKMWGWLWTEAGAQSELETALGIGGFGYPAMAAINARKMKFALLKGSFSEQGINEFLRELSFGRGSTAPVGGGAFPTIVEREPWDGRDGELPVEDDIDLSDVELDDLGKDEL
SIRT5 block – sirtuin-5 (human) deacylase inhibition. Q9NXA8. Purified SirT5, succinyl-peptide AMC, trypsin-coupled fluorescence. inhibition, % at 15 µM. 1.1% of 330,000 active. AID 652115; in the data active means inhibition above about 15%
Target sequence (Q9NXA8 whole entry, looked up): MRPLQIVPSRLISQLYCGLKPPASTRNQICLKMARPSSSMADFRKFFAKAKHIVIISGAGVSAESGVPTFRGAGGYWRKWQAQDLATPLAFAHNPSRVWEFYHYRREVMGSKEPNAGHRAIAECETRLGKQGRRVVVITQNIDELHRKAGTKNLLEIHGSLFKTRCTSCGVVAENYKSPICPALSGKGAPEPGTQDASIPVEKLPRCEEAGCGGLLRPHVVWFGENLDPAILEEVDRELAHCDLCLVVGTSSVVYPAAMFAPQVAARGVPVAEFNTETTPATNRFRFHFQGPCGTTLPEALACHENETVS
ARNT-TACC3 inh – ARNT/TACC3 interaction disruption; Q9Y6A5; AlphaScreen His-ARNT PAS-B/GST-TACC3 binding, luminescence; TACC3 fragment carries E629A point mutation; inhibition, % at 9.99 µM; 0.66% of 390,000 active; AID 623870;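 active means mean inhibition of replicates at least 50% and at least half of replicates each reaching 50%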;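 further: 0% = complete ARNT plus TACC3 wells and 100% = ARNT alone without TACC3; many hits fall short of the cut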
esBAF inh – blocks esBAF chromatin remodeling in mouse ES cells; Bmi1-luciferase knock-in reporter, 24 h; 100% = twice the neutral-well signal; reporter increase, % at 12.5 µM; 2% of 350,000 active; AID 602393; in the data active means activation above about 40%;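 further: 0% = median of the plate's neutral control wells and 100% = double that signal; a rise in the Bmi1 reporter signal indicates esBAF inhibition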
The depositor's hits bear a star; · = no result given; [ ] = another dose, or the depositor's remark. Outcome played no part in choosing rows; any-hit rate near 4%.

entry | structure | Cneo AK release | miR-122 sensor | C2C12 statin | ERp5 block | SIRT5 block | ARNT-TACC3 inh | esBAF inh
1 | COc1cc2c(c(O)c1OC)C(=O)C(OC)CCC2 (stereo not drawn) | 1 | -3 | 89* | · | · | -3 | -5
2 | COC(=O)c1ccc(COc2ncnc3ccccc23)o1 | -2 | -4 | 0 | -2 | -2 | · | 1
3 | O=C(O)c1ccc(Cn2cnc3c(=S)nc[nH]c32)cc1 | 0 | · | 5 | -3 | · | -2 | -4
4 | COc1cccc(OC)c1C(=O)Nc1c(C(=O)N2CCN(C)CC2)oc2ccccc12 | 2 | -1 | -2 | -2 | -3 | 2 | -6
5 | Cc1cccc(OCc2nnc(SCC(=O)N(C)C3CCCCC3)o2)c1 | -5 | 2 | 10 | 1 | 1 | -4 | 0
6 | Oc1ccccc1CNCc1ccccc1 | · | · | · | 2 | -3 | -8 | ·
7 | CCN1CCN(Cc2coc3ccc(C)cc3c2=O)CC1 | -3 | -6 | -6 | · | · | -3 | 5
8 | CC1(c2ccc(OCC(N)=O)cc2)NC(=O)NC1=O (stereo not drawn) | -4 | -1 | 22 | 2 | 11 | 0 | -4
9 | CCCCn1c(N)c(N(CC(C)C)C(=O)COC(=O)Cc2c(C)nc3ccccc3c2C)c(=O)[nH]c1=O | -2 | · | · | 7 | 1 | 6 | ·
10 | CCCCn1c(=NC(=O)c2ccc3c(c2)OCO3)c(C#N)cc2c(=O)n3cccc(C)c3nc21 | -1 | 2 | -1 | · | · | -1 | -4
11 | Nc1ccc2c(c1)C(=Cc1cccnc1)c1ccccc1-2 | -2 | -5 | -3 | -7 | -1 | 2 | 13
12 | Cc1ccc(CNC(=O)C2CCCN(c3nc(C)cc(C)n3)C2)cc1 (stereo not drawn) | · | -1 | · | -2 | -2 | -7 | ·
13 | CCCC#Cc1ccc2c(c1)O[C@H](CN(C)C(=O)c1ccccc1F)[C@@H](C)CN([C@H](C)CO)S2(=O)=O | 58 | 2[16.7 µM] | -19 | -3 | 14 | 4 | 4
14 | O=C(O)C1CCCCC1C(=O)NCc1cn2ccccc2n1 (stereo not drawn) | 9 | · | 4 | -10 | 4 | -1 | 19
15 | CCOC(=O)c1cccc(NC(=O)CNC(=O)C2CCCCC2)c1 | 8 | · | 6 | 2 | -4 | 9 | -1
16 | C/C=C/c1ccc([C@@H]2[C@H](CO)N3CCCCN(C(=O)Nc4cc(F)ccc4F)C[C@@H]23)cc1 | 46 | 2[16.7 µM] | -69 | 7 | 1 | 5 | -1
17 | Oc1ccc(N2CCN(C(c3cccs3)c3nnnn3CCc3ccccc3)CC2)cc1 (stereo not drawn) | 5 | 37 | 26 | · | · | 10 | -2
18 | CC(=O)OC(C(=O)NCc1ccco1)c1ccncc1 (stereo not drawn) | 5 | -5 | 8 | · | · | -18 | -3
19 | CN=C(Nc1ccc2c(c1)OCO2)SC1CC(=O)N(c2ccccc2)C1=O (stereo not drawn) | 3 | -9 | 12 | · | · | 0 | -5
20 | COc1ccc(-c2c(-c3ccccc3OC)oc3ccccc23)cc1F | -2 | 17 | 7 | 9 | · | -2 | 5
21 | C[C@H]1CN([C@@H](C)CO)C(=O)Cc2cc(NC(=O)CCC(F)(F)F)ccc2O[C@H]1CN(C)Cc1ccncc1 | 2 | 2[16.7 µM] | -15 | 5 | -3 | 5 | -5
22 | O=C(NC1CCN(Cc2ccccc2)CC1)c1cc(S(=O)(=O)N2CCOCC2)ccc1Cl | 2 | -5 | -3 | 1 | -5 | -17 | 2
23 | COCCN(C(=O)CSc1nc(N)cc(=O)[nH]1)c1c(N)n(Cc2ccccc2)c(=O)[nH]c1=O | 1 | -2 | -7 | 2 | 0 | -4 | -1
24 | O=C(c1ccccc1-c1nc(-c2ccc(Cl)cc2)no1)N1CCCC1 | -2 | 13 | 6 | -1 | -4 | 6 | 33
25 | C[C@H](CO)N1C[C@H](C)[C@H](CN(C)C(=O)c2cccc(F)c2)Oc2ncc(C#CCN(C)C)cc2C1=O | 4 | -7[16.7 µM] | 7 | -1 | -2 | -2 | -5
26 | C=CCn1c(COc2ccc(CC)cc2)nnc1SCC(=O)N(C)C1CCS(=O)(=O)C1 (stereo not drawn) | -3 | 0 | 2 | · | · | -4 | -3
27 | S=c1[nH]nc(-c2ccco2)n1-c1cccc2ccccc12 | 1 | 19 | 12 | · | · | -6 | -3
28 | CCOC(=O)c1ccc(N2C(=O)CC(Sc3nc(C)cc(C)n3)C2=O)cc1 (stereo not drawn) | 0 | -2 | -3 | 2 | 3 | 0 | 3
29 | Cc1c(CCC(=O)O)c(=O)oc2cc3occ(-c4ccc(Br)cc4)c3cc12 | -2 | · | -2 | 3 | 5 | 38 | 12
30 | Nc1ccc(S(=O)(=O)Nc2nccc(/C=C/c3ccccc3F)n2)cc1 | · | 19 | · | -5 | 7 | -2 | ·
31 | COc1ccccc1OCCn1c(SCC(N)=O)nc2ccccc21 | 1 | -2 | 19 | 7 | 3 | 1 | -9
32 | CC(C)NC(=O)N(C)C[C@H]1Oc2c(NC(=O)Nc3ccc(C(F)(F)F)cc3)cccc2C(=O)N([C@@H](C)CO)C[C@@H]1C | -13 | 7[16.7 µM] | -70 | 1 | 8 | · | -6

Four of these compounds in a different format:
Value order – Cneo AK release | miR-122 sensor | C2C12 statin | ERp5 block | SIRT5 block | ARNT-TACC3 inh | esBAF inh
19: CN=C(Nc1ccc2c(c1)OCO2)SC1CC(=O)N(c2ccccc2)C1=O (stereo not drawn)
    3 | -9 | 12 | · | · | 0 | -5
20: COc1ccc(-c2c(-c3ccccc3OC)oc3ccccc23)cc1F
    -2 | 17 | 7 | 9 | · | -2 | 5
21: C[C@H]1CN([C@@H](C)CO)C(=O)Cc2cc(NC(=O)CCC(F)(F)F)ccc2O[C@H]1CN(C)Cc1ccncc1
    2 | 2[16.7 µM] | -15 | 5 | -3 | 5 | -5
22: O=C(NC1CCN(Cc2ccccc2)CC1)c1cc(S(=O)(=O)N2CCOCC2)ccc1Cl
    2 | -5 | -3 | 1 | -5 | -17 | 2

The list continues.
entry | structure | Cneo AK release | miR-122 sensor | C2C12 statin | ERp5 block | SIRT5 block | ARNT-TACC3 inh | esBAF inh
33 | Cc1ccc(NS(=O)(=O)c2ccc3[nH]c(=O)oc3c2)cc1Cl | -1 | 40 | 0 | 5 | 0 | -3 | 7
34 | C=CCSc1nc(-c2ccc3c(c2)OCO3)cc(C(F)(F)F)c1C#N | -3 | 0 | -14 | · | · | -8 | -6
35 | C[C@H]1CN([C@@H](C)CO)C(=O)CCCn2cc(nn2)CO[C@@H]1CN(C)Cc1cccnc1 | 7 | 4[16.7 µM] | -3 | 7 | -2 | -3 | -7
36 | Cc1cc(C(=O)CN2CCN(CC(=O)Nc3cccc(F)c3)CC2)c(C)n1C1CC1 | 1 | · | 1 | 2 | 0 | 8 | -2
37 | CCc1ccc2c(c1)cc(CN(Cc1ccco1)C(C)=O)c1nnnn12 | · | 3 | · | -1 | 0 | -1 | ·
38 | COc1ccc(OC)c(NC(=O)CSC2=C(C#N)C(c3ccco3)C3=C(CCCC3=O)N2)c1 (stereo not drawn) | -2 | 4 | · | · | · | 8 | ·
39 | O=C(NCCCN1CCN(Cc2ccccc2Cl)CC1)Nc1ccccc1 | 9 | -6 | 0 | · | · | -7 | -13
40 | COc1ccc(OC)c(Nc2nc3ccc(C)cc3n3cnnc23)c1 | -2 | 6 | -23 | 0 | 8 | -31 | -3
41 | COc1cc(NC(=O)COC(=O)CNC(=O)C2CCCCC2)cc(OC)c1 | · | · | -5 | 0 | -1 | · | -7
42 | CCC(=O)c1cn(CC(=O)Nc2cccc(OC)c2)c2ccccc12 | -1 | · | 13 | 0 | -5 | 0 | 0
43 | COc1ccc(NC(=O)c2c3c(nc4ccccc24)CCN(Cc2ccccc2)C3)c(OC)c1 | 0 | · | -7 | -5 | 2 | 9 | 1
44 | CCN1C(=O)/C(=C/C=C2/Sc3ccc4ccccc4c3N2CCO)SC1=S | 1 | -14 | · | 0 | · | -5 | ·
45 | CO[C@@H]1CN(C)C(=O)c2cc(NC(=O)Cc3ccccc3)ccc2OC[C@@H](C)N(C)C[C@H]1C | 1 | 1[16.7 µM] | -5 | -4 | -1 | · | -3
46 | CCNC(=O)C[C@H]1CC[C@@H]2[C@H](COc3ccc(NC(=O)c4cc(C)on4)cc3C(=O)N2C)O1 | -5 | 6[16.7 µM] | -4 | -3 | -1 | -15 | -6
47 | Cc1ccc(N=C2NC(=O)C(CO)(CO)S2)cc1 | -7 | 0 | 18 | 5 | -1 | 3 | 3
48 | C=CCn1c(SCC(=O)Nc2sccc2C#N)nc2sc(C)c(C)c2c1=O | 0 | -2 | · | 19 | -11 | · | ·
49 | COc1cc(/C=C/C(=O)Nc2cccc(S(=O)(=O)N3CCOCC3)c2)ccc1OCC#N | 1 | -2 | 7 | -8 | -9 | 5 | -2
50 | COc1cc([N+](=O)[O-])ccc1N=Nc1c(N)[nH]n(-c2ccccc2)c1=O | · | -1 | · | -16 | -8 | · | ·
51 | C[C@H](O)C#Cc1ccc([C@H]2[C@@H](CO)N3CCCCN(C(=O)c4cccc(F)c4)C[C@@H]23)cc1 | -2 | -6[16.7 µM] | 4 | -3 | -3 | -5 | 4
52 | O=C(/C=C\Nc1ccccn1)c1ccc(Cl)cc1 | -14 | -6 | -24 | · | · | 5 | -67
53 | Cc1noc(C)c1NC(=O)N[C@H]1CC[C@H](CC(=O)Nc2ccccc2)O[C@@H]1CO | -1 | · | 4 | 3 | -10 | 14 | -2
54 | CN1C(=O)c2cc(NS(=O)(=O)c3ccc(Cl)cc3)ccc2OC[C@H]2O[C@@H](CC(=O)N3CCc4ccccc4C3)CC[C@H]21 | -2 | 0[16.7 µM] | 26 | -2 | 10 | 24 | -3
55 | CCN(CC)CCCNC(=O)N[C@@H](Cc1ccccc1)C(=O)O | 0 | 5 | -2 | · | · | -1 | -1
56 | O=C(CN1CCN(c2ncc(C(F)(F)F)cc2Cl)CC1)Nc1ccc2c(c1)OCO2 | -6 | -3 | -10 | 6 | 5 | -3 | 10
57 | Cc1ccc(NC(=O)C2(c3ccccc3)CCCC2)nc1 | -1 | -5 | -16 | · | · | -7 | 9
58 | COc1ccc(S(=O)(=O)Nc2ccc3c(c2)CC(=O)N([C@H](C)CO)C[C@@H](C)[C@@H](CN(C)S(=O)(=O)c2ccccc2)O3)cc1 | 7 | 1[16.7 µM] | 13 | · | · | 1 | -1
59 | CC(=O)c1ccc(N(C(=O)CNC(=O)c2ccco2)C(C(=O)NCC2CCCO2)c2ccccc2)cc1 (stereo not drawn) | 3 | 0 | 2 | -5 | -2 | -10 | -5
60 | CCCC(=O)Nc1ccc2c(c1)C(=O)N(C)C[C@@H](OC)[C@@H](C)CN(CCC)[C@H](C)CO2 | 2 | 1[16.7 µM] | 4 | 4 | 5 | 0 | -4
61 | COCCn1c(=NC(=O)C2COc3ccccc3O2)sc2cc(S(N)(=O)=O)ccc21 (stereo not drawn) | · | -5 | 3 | -3 | -5 | -4 | 2
62 | CCCc1cc(=O)[nH]c(SCC(=O)N2CCc3ccccc32)n1 | 0 | -3 | 4 | -4 | -3 | 0 | -3
63 | Cc1ccc(C(=O)NC(C)c2nnc(SCC(=O)NC3CCCC3)n2C)cc1 (stereo not drawn) | -2 | · | 2 | 0 | -3 | · | -7
64 | O=C1CSC(=S)N1N=Cc1c[nH]c2ccc(Br)cc12 | 0 | 5 | 4 | 2 | -3 | · | -5
65 | O=[N+]([O-])c1c(Nc2ccccc2O)cc(Cl)c2nonc12 | -2 | -15 | -57 | 0 | 4 | 15 | -32
66 | O=C(CC1CC1)Nc1ccc2c(c1)[C@@H]1C[C@H](CC(=O)N3CCOCC3)O[C@@H](CO)[C@@H]1O2 | -3 | 0[16.7 µM] | -3 | · | · | -4 | -4
67 | CCn1c2ccccc2c2cnc(N=CN(C)C)c(C#N)c21 | 6 | -1 | · | · | · | 1 | ·
68 | C=CCN(CC=C)C(=O)c1ccc(OC2CCN(S(=O)(=O)N(C)C)CC2)cc1 | · | · | · | 6 | -8 | -3 | ·
69 | CC(C)CC#Cc1ccc2c(c1)O[C@@H](CN(C)C(=O)C1CCOCC1)[C@H](C)CN([C@@H](C)CO)S2(=O)=O | -8 | 12[16.7 µM] | -7 | 0 | 1 | 1 | 4

Screening results as filed in PubChem BioAssay.
